HCT116 bCat-KO: beta-catenin-lacking colon tumor cell growth suppression; HCT116 beta-catenin knockout viability, CellTiter-Glo, 60 h; hits give low values; viability, % at 10 µM; 1.5% of 140,000 active; AID 818;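 active = viability at or under a set limit, the compound median less 4 SD, cut at about 6% in these data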;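 also: 0% = Hyamine 1622 control at 20 µM and 100% = untreated cell control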
NPY-Y2 antag: NPY-Y2 (human) receptor antagonism | NPY-Y2 expressing cells, antagonist mode | inhibition, % at 2.7 µM | 0.99% of 140,000 active; in the data active = inhibition above about 17%;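 also: 0% = vehicle with agonist challenge and 100% = reference antagonist with challenge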
Target sequence (P49146 whole entry, looked up): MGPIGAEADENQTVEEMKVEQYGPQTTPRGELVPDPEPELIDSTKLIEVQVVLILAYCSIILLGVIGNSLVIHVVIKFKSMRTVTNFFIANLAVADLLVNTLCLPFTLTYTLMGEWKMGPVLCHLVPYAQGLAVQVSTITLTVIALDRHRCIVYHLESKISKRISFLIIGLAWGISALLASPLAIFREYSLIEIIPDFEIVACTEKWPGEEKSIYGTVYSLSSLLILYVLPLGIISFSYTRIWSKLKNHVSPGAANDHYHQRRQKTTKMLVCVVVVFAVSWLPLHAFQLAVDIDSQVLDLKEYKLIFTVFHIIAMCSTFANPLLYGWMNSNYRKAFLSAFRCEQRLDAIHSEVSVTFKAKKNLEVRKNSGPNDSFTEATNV
HCT116 PTEN-null: suppresses growth of cells with PTEN deletion. HCT116 PTEN-null viability, CellTiter-Glo, 60 h; hits give low values. viability, % at 10 µM. 1.2% of 140,000 active;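 active = viability at or below a set limit, 4 SD under the median of all tested compounds, cut at about 3.7% in these data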;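 also: PTEN knockout HCT116 line with beta catenin targeted HCT116 as companion control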
MRP-1 activ: MRP-1 activation | H69AR cells + doxorubicin, viability rescue, CellTiter-Glo | viability increase, % at 10 µM | 0.61% of 140,000 active | AID 799;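 active = viability gain under doxorubicin at or above a set limit, the compound median plus 3 SD, cut at about 4.7% in these data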;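 also: MRP-1 overexpressing cells given doxorubicin 25 µM after compound pretreatment; 18-22 h compound pretreatment then 72 h with doxorubicin before readout; 0% = doxorubicin-only wells and 100% = vehicle-treated cells without doxorubicin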
Phagocytosis inh: blocks phagocytosis by macrophages | J774A.1 macrophage IgG-bead phagocytosis, imaging | 0.07% of 110,000 active | AID 1029 | inhibition, % at 5 µM;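 active = inhibition above the mean of the plate negative controls plus 5 SD, cut at about 13% in these data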;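 also: phagocytic index as fraction of beads internalized from green versus red external bead signal; plate controls were DMSO negative control for no effect and cytochalasin-D positive control for full effect; some results beyond the cut were filed as inactive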
GALR2 antag: GALR2 (human) receptor antagonism | 0.39% of 140,000 active | GALR2-expressing cells, antagonist mode | inhibition, % at 4 µM; in the data active = inhibition above about 27%;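 also: cells stimulated with galanin 1-16 at roughly its EC80; 0% = agonist challenge control and 100% = basal control without agonist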
Target sequence (O43603 whole entry, looked up): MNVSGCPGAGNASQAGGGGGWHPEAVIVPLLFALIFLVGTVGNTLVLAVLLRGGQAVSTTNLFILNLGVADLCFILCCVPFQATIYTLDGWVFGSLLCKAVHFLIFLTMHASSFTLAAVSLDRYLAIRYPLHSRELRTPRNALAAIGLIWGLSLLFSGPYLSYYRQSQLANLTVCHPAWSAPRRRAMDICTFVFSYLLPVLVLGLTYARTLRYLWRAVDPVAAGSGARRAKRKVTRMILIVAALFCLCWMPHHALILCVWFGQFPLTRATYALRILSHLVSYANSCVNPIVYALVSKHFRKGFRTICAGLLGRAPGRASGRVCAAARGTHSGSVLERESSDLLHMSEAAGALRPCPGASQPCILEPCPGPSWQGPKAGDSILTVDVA
Measles CPE: protection of cells from measles virus; Measles virus-infected cells, CPE protection, absorbance; AID 841; 1.5% of 140,000 active; protection (pct of control), % at 4 µM; in the data active = protection mostly above about 24%, no sharp cut-off; inactive = mostly below about 26%; also: some compounds called inactive have numbers as strong as hits
Yeast lifespan up: extends the lifespan of yeast | S. cerevisiae growth with nicotinamide, OD615; deaD strain in restrictive glucose medium | inhibition of the nicotinamide effect, % at 10 µM | 0.68% of 130,000 active | AID 775;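 active = inhibition above a set limit, placed 3 SD over the median of all compounds, cut at about 26% in these data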;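 also: 0% = nicotinamide-treated wells and 100% = cells grown without nicotinamide; some compounds called inactive have numbers as strong as hits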
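System: DeaD-strain S. cerevisiae / Buffer or medium: CSMM-D, restrictive glucose (dextrose) synthetic minimal medium / Probe or stimulus: nicotinamide, 1.5 mM, co-present with compound / Compound: one concentration, 10 µM, DMSO 0.25% / Incubation: 48 h compound exposure at 30 °C, humidified / Technique: optical density (absorbance) at 615 nm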
BB579 growth dn: reduces growth of yeast BB579 in restrictive medium | inhibition, % at 10 µM | 0.51% of 140,000 active | S. cerevisiae BB579 growth, OD615, 48 h | AID 804;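 active = inhibition above a set limit, 3 SD over the mean compound inhibition, cut at about 44% in these data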; also: inactives centre near -24
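Detection: OD615 turbidity measurement; Material: Saccharomyces cerevisiae DeaD strain BB579, replicative lifespan model yeast; Timing: 48 h exposure, 30 °C; Doses: single 10 µM dose; Medium: CSMM-D restrictive synthetic medium containing dextrose (glucose); Controls: amphotericin B at 10 µg/mL as positive control.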
E-sel TNF inh: blocks E-selectin expression induced by TNF alpha | inhibition, % at 2 µM | HUVEC TNFa-induced E-selectin immunofluorescence, high content | AID 1246 | 0.71% of 120,000 active;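 active = inhibition above the batch mean plus 3 SD, and confirmed as a hit on visual image review, cut at about 43% in these data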;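 also: 0% = TNF-stimulated DMSO wells and 100% = unstimulated control wells; not every result past the cut was called active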
Numbers without * were called inactive; . = not tested or not shown. Rows are unselected; overall some 6.2% were active at least once.

SMILES	HCT116 bCat-KO	NPY-Y2 antag	HCT116 PTEN-null	MRP-1 activ	Phagocytosis inh	GALR2 antag	Measles CPE	Yeast lifespan up	BB579 growth dn	E-sel TNF inh
O=C(CSc1nc(-c2ccc(F)cc2)cc(C(F)(F)F)n1)NCc1ccco1	104	6	102	-3.7	.	-18	22	.	-24	6
CCOC(=O)c1c(NC(=O)c2ccco2)sc2c1CCCC2	102	4	104	0.5	0	14	2	-5	-46	-35
CCN(c1ccccc1)S(=O)(=O)c1ccc(Oc2ccc(-n3ccnc3)cc2)nc1	55	4	52	-3.6	.	5	1	35	-59	-6
CC1=C(C(=O)Nc2ccccc2)C(c2ccc(C)o2)n2ncnc2N1 (stereo not given)	105	1	95	-0.7	0	8	15	-12	12	.
COc1ccc(N(C)S(=O)(=O)c2ccc3c(c2)CCC(=O)N3)cc1	99	4	101	-0.8	.	-13	9	-6	7	15
COc1ccc(OC)c(NC(=O)CSc2nc3ccccc3c(=O)n2CCNC(C)=O)c1	90	2	96	-3.9	.	-1	26	-16	-13	-14
O=C(Nc1cccc2ccccc12)/C(=C/c1cccc([N+](=O)[O-])c1)NC(=O)c1cccs1	82	4	77	-3.5	-8	-12	13	-2	-31	.
O=C(Cc1cn2ccsc2n1)Nc1cccc2cnccc12	95	2	99	-3.7	-1	4	11	-4	-20	5
COc1ccc(NC(=O)CN2CCC(C(N)=O)CC2)cc1	88	5	92	-2.3	-2	-5	16	-9	-9	9
c1ccc(-n2nnnc2NC2CCCCC2)cc1	85	2	96	-1.5	0	-1	31	-19	-33	-10
O=C(COC(=O)c1cccnc1)c1ccc(Cl)c(Cl)c1	88	4	105	-2.4	.	-3	4	-25	-7	-9
CC1(C)Cc2cccc(OCC(=O)N3CCN(c4ccccc4)CC3)c2O1	95	2	95	-2.0	-3	-11	6	-4	-37	-4
CCOC(=O)c1cnc2ccc(OCC)cc2c1N1CCN(c2ccccc2OC)CC1	72	5	77	-1.5	-1	-26	6	-4	-44	-22
CCCc1c(C)c(C#N)c2nc3ccccc3n2c1NCCCN1CCOCC1	76	-3	83	-5.0	.	11	3	-24	-33	-29
Cc1cc2cc(CNC(=O)c3cccs3)ccc2n1C	91	0	88	-1.8	1	1	2	-2	-54	-6
Cc1cc2cc(C)c3nnc(SCC(=O)NCc4ccco4)n3c2cc1C	75	6	81	-3.5	0	-7	3	-14	-24	39
CC(=O)Nc1cccc(NC(=O)c2c(-c3ccccc3Cl)noc2C)c1	73	1	79	-1.1	-3	10	8	-9	-8	.
c1ccc2c(c1)nc(CN1CCOCC1)n1c3ccccc3nc21	68	3	70	-1.0	-1	12	18	-19	-18	-23
COCCNC(=O)CSc1nc2cc(OC)c(OC)cc2c(=O)n1Cc1ccc(OC)cc1	99	2	97	-1.5	.	-1	11	-25	-39	-49
O=C(Cc1nc2ccccc2s1)c1ccc(O)cc1O	100	1	94	0.1	-1	-2	12	-15	-23	8
COc1cccc(C(=O)Nc2ccc(NC(=O)C3CC3)cn2)c1	84	0	87	-1.6	.	-5	10	0	-36	7
COc1ccc(C2NC(=O)c3sc4nc(C)c(C(C)=O)c(-c5ccc(Cl)cc5)c4c3N2)cc1 (stereo not given)	57	5	48	-3.8	-5	-11	13	-13	-71	7
CCCCOc1ccc(NC2=NC3(CCCCC3)N=C(N)N2)cc1	8	2	14	-5.3	0	6	21	-11	-21	18
O=C(Nc1ccc(F)cc1)c1cnc(-c2ccccc2)nc1-c1ccccc1	22	4	8	-4.9	-1	-1	6	-13	-21	12
CCN1C=C(Cc2ccc(OC)cc2)C2=C(C1)C(c1ccc(OC)cc1)C(C#N)=C(N)O2 (stereo not given)	58	-1	53	-2.1	.	0	14	-8	-30	-14

(cont.)
SMILES	HCT116 bCat-KO	NPY-Y2 antag	HCT116 PTEN-null	MRP-1 activ	Phagocytosis inh	GALR2 antag	Measles CPE	Yeast lifespan up	BB579 growth dn	E-sel TNF inh
c1ccc(CNc2nnnn2-c2ccccc2)cc1	84	3	83	-1.7	.	2	9	.	-37	21
COC(=O)c1ccccc1NC(=O)CC#N	101	-1	88	1.3	0	11	9	-12	0	-13
O=C(N/N=C/C(Cl)=C/c1ccccc1)c1cnccn1	7	0	11	-3.9	.	14	20	.	-22	-10
Cc1oc(-c2ccc(Cl)cc2)nc1CN1CCCC(C(=O)NCCCN2CCCC2=O)C1 (stereo not given)	63	0	62	-1.8	0	-4	9	-8	-4	.
C=CCc1c(C)nc(SC)nc1Nc1ccc(C(C)=O)cc1	76	-3	79	-1.8	1	-5	3	-4	-31	-32
CCCCC(CC(C)O)c1n[nH]c(=S)n1-c1ccccc1 (stereo not given)	102	1	97	-2.2	-9	1	23	-2	-15	.
COc1cccc(C(=O)Nc2cc(NC(=O)c3ccco3)ccc2OC)c1	92	2	81	-1.3	0	4	7	-15	-56	-1
CCOC(=O)CSc1nnc(CNc2nc(-c3ccccc3)cs2)n1C	87	-1	96	0.1	.	-1	33	-14	-36	-30
COc1ccc(CCNC(=O)C2CC(c3ccc([N+](=O)[O-])cc3)=NO2)cc1 (stereo not given)	93	1	94	-0.8	0	0	7	-28	-37	-26
CCOc1ccc(C2C(C(=O)c3ccco3)=C(O)C(=O)N2Cc2cccnc2)cc1 (stereo not given)	98	3	106	-1.1	-1	-17	4	-10	-64	11
O=S(=O)(CCc1nc2ccccc2[nH]1)c1ccc(Cl)cc1	89	1	87	-4.6	-1	2	7	13	-22	.
O=C(CCSc1ccc(Cl)cc1)c1cccs1	43	2	71	-4.6	-1	-2	35*	-7	-5	.
CCCCCCC(=O)c1c(C)[nH]c(C(=O)OCC)c1C	68	1	70	0.3	-1	-13	3	-21	-16	-14
CC(=O)NC(CC(=O)NC12CC3CC(CC(C3)C1)C2)c1ccccc1 (stereo not given)	89	3	90	-3.1	-6	6	6	2	-18	12
Cc1nc(-c2ccc(O)c(O)c2)cs1	10	4	10	-0.2	1	-9	15	-10	-17	12
CCCCCC1CC(CC(=O)O)C(=O)O1 (stereo not given)	112	3	102	-0.7	5	-10	20	-3	-7	-3
O=C(O)CC1SC(=Nc2cccc(C(F)(F)F)c2)NC1=O (stereo not given)	91	5	112	-0.5	-1	-8	4	-6	-44	9
Cc1cc(C)cc(N2C(=O)CC(n3ccnc3)C2=O)c1 (stereo not given)	99	3	95	-0.5	0	1	12	-7	-19	0
COC(=O)c1nonc1NCn1nnc2ccccc21	95	0	99	-2.1	.	3	4	-20	-18	.
N#CC1=C(N)N(c2ccccc2)C2=C(C(=O)CCC2)C1c1ccsc1 (stereo not given)	89	0	86	-2.3	-1	10	21	-6	-10	-24
Cc1c(C(=O)OCC(=O)N2CC(C)OC(C)C2)oc2ccc(Br)cc12 (stereo not given)	103	8	90	0.2	0	0	2	7	-46	-4
CN(C(=S)Nc1cccnc1)c1ccc(O)cc1	91	1	99	1.6	.	3	4	9	-22	.
CC(=O)C1=C(C)OC(N)=C(C#N)C1c1ccncc1 (stereo not given)	87	2	101	-2.4	.	6	21	-4	-3	0
Nc1c2c(nc3sc4c(c13)CCCC4)CCCCCC2	26	19*	28	-3.0	-3	16	8	6	-54	-4
O=C(CCn1c(=O)oc2ccccc21)N1CCc2ccccc21	99	-1	106	1.1	0	-14	15	2	-22	.

Profiles, looked up by structure. Order of screens: HCT116 bCat-KO | NPY-Y2 antag | HCT116 PTEN-null | MRP-1 activ | Phagocytosis inh | GALR2 antag | Measles CPE | Yeast lifespan up | BB579 growth dn | E-sel TNF inh
`COc1ccc(NC(=O)CN2CCC(C(N)=O)CC2)cc1` in the list: 88 | 5 | 92 | -2.3 | -2 | -5 | 16 | -9 | -9 | 9
`CC1=C(C(=O)Nc2ccccc2)C(c2ccc(C)o2)n2ncnc2N1` (stereo not given) in the list: 105 | 1 | 95 | -0.7 | 0 | 8 | 15 | -12 | 12 | .

(next part)
SMILES	HCT116 bCat-KO	NPY-Y2 antag	HCT116 PTEN-null	MRP-1 activ	Phagocytosis inh	GALR2 antag	Measles CPE	Yeast lifespan up	BB579 growth dn	E-sel TNF inh
Cc1ccc(C2NC(=S)NC3=C2C(=O)CC(C)(C)C3)cc1 (stereo not given)	76	1	86	-1.7	3	-6	7	-1	-19	-15
Cc1cccc(NS(=O)(=O)c2cc(C(=O)OCC(=O)Nc3cc(C)on3)ccc2C)c1	96	-1	93	-1.4	0	7	8	-3	-53	-28
CC(=O)OC1c2c(ccc3ccc(=O)oc23)OC(C)(C)C1OC(=O)CC(C)C (stereo not given)	.	4	.	.	0	-24	.	.	.	21
O=C(NCc1ccccc1)C1CC(=O)N(c2ccc(OCC(=O)N3CCCC3)cc2)C1 (stereo not given)	90	1	97	-1.5	.	-10	14	.	-1	-20
COc1ccc(C2NC(=O)CS2)cc1 (stereo not given)	67	0	66	-1.9	.	-2	6	.	-12	1
CCCn1c(N)c(C(=O)CSc2nc(C)cs2)c(=O)n(C)c1=O	78	0	90	-1.3	.	11	11	-21	-25	-3
Clc1ccc(-n2nnnc2SCc2cn3ccccc3n2)cc1	88	2	84	-2.9	2	-10	26	-2	-33	-23
c1ccc(COc2ccc(Oc3nc(N4CCCCC4)nc(N4CCOCC4)n3)nn2)cc1	92	1	82	-2.0	1	-10	17	-11	-12	10
Cc1ccc2[nH]c(=O)c(CN(Cc3ccc4c(c3)OCO4)Cc3nnnn3Cc3ccco3)cc2c1	77	5	63	-1.9	1	3	4	3	-34	-16
COc1ccc(COc2cc(-c3cccc(OC)c3)nc3ccc(NC(=O)c4cccnc4)cc23)cc1	34	3	33	-4.1	.	7	5	-5	-43	-17
CN(c1ccccc1)S(=O)(=O)c1cccc(NC(=O)Cc2c(F)cccc2Cl)c1	80	5	70	0.5	-10	6	5	2	-46	.
CCOc1ccc2nc(NC(=O)c3ccc(S(=O)(=O)N4CCOCC4)cc3)sc2c1	86	2	97	-0.5	.	-8	7	5	-35	-6
Cc1ccc(C(=O)NCc2nnc(SCC(=O)Nc3ccccc3)n2C)cc1	90	1	93	0.8	-4	-3	5	2	-2	0
c1coc(CNc2ncnc3ccccc23)c1	28	1	34	-0.7	.	18	4	-12	-7	.
CSc1nsc(NC(=O)Cc2ccccc2)n1	91	0	93	1.8	0	6	7	-15	-6	-2
CCN1C(=O)CSc2ccc(C(=O)NC3CCCCC3)cc21	83	4	84	-2.8	-3	10	27	0	-27	-5
O=C(CCC(=O)c1ccc(F)cc1)Nc1cccnc1	83	2	96	-1.4	.	6	25	.	-33	0
COc1cc(C(=O)N2CCC(n3cnc4cc(F)ccc43)CC2)cc(OC)c1OC	93	1	89	-0.4	-2	1	2	1	-45	.
CSCCC1NC2(C(=O)Nc3ccc(Cl)cc32)[C@@H]2C(=O)N(C3CCCC3)C(=O)[C@H]12 (stereo not given in full)	89	2	82	-3.7	-1	6	6	-10	-10	.
CCOc1ccccc1Nc1nnc(C)c(=O)[nH]1	100	6	96	-1.0	-2	-12	60*	-1	-16	.
CCOc1ncccc1C(=O)Nc1ccc(Cl)cc1	91	4	81	-1.7	.	4	4	-21	12	-14
O=c1c2[nH]c3ccc(Br)cc3c2ncn1CCCn1ccnc1	68	1	66	-5.0	.	-7	27	-19	-30	6
